High-throughput results (PubChem)
CF NFkB inh: blocks PAF-induced NF-kB reporter in cystic fibrosis cells; KKLEB NF-kB-GFP reporter, GFP fluorescence overnight; inhibition, % at 5 µM; 360,000 tested, 0.86% active;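 active means at least 50% inhibition at 5 µM, scaled per plate between neutral and stimulator controls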;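 further: PAF is a Pseudomonas aeruginosa culture filtrate used as stimulus; plate controls were PAF-stimulated DMSO wells for no effect and unstimulated DMSO wells for full effect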
Shn3 inh set2: inhibitors of Schnurri-3 3'UTR reporter in osteoblasts; 360,000 tested, 0.52% active; Clone20 osteoblast Shn3 3'UTR firefly luciferase, 24 h; inhibition, % at 12.5 µM;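 active means mean inhibition of at least 75% with every replicate also reaching 75%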;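 further: 0% = median of neutral control wells and 100% = pilot-screen positive control compound; some compounds past the cut are filed as inactive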
iPSC survival up: enhancers of human iPSC single-cell survival | hiPSC single-cell survival, ATPlite luminescence; 100% = ROCK inhibitor wells, 0% = DMSO | survival enhancement, % at 20 µM | 360,000 tested, 0.044% active | AID 602274; in the data active means survival enhancement above about 18%;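 further: cells exposed to compounds for 16 hours before the ATP read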
HIF-2a inh: HIF-2a inhibition. 786-0 RCC cells HIF-2a reporter, luciferase luminescence, overnight. inhibition, % at 18.8 µM. 360,000 tested, 0.72% active. AID 624352;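 active means inhibition of the luminescence signal of 40% or more relative to plate controls, in a single-dose primary screen at 18.75 µM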
KKLEB tox: CF airway cell cytotoxicity counter-screen; KKLEB CF airway cells viability, ATPlite luminescence, overnight; stronger effect = lower value; cells stimulated with P. aeruginosa culture filtrate; activity change (cytotoxicity), % at 5 µM; 360,000 tested, 0.36% active; AID 602141;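 active means corrected activity change at or below -50% at 5 µM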
NR2E3 ag-1: NR2E3 (human) agonism. Q9Y5X4. AID 2300. inhibition of corepressor binding, % at 4.78 µM. GST-NR2E3/biotin-RetCOR TR-FRET, 1536-well. 320,000 tested, 0.12% active;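 active means percent inhibition above the cutoff of mean plus 3 SD of all tested compounds, set per screening campaign, cut at about 20% in these data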;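 further: 0% = DMSO wells and 100% = biotin wells as full block of FRET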
Target sequence (Q9Y5X4 whole entry, looked up): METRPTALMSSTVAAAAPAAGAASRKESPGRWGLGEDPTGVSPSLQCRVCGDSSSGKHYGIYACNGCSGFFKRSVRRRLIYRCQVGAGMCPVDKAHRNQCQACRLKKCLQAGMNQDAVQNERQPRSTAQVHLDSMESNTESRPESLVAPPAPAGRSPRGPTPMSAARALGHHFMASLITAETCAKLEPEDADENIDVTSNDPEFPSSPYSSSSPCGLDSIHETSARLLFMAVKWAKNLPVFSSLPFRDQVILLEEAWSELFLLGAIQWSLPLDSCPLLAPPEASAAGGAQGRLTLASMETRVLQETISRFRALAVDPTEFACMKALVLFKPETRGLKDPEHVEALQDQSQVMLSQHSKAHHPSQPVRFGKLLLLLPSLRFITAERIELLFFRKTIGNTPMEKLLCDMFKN
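Material – GST-tagged NR2E3 plus biotinylated RetCOR corepressor · Quantity – NR2E3 fusion 1.35 nM · Times – 5 h incubation at 4 °C · Medium – pH 7.5 Tris-based buffer · Technique – TR-FRET, Eu(K)-anti-GST donor, streptavidin-D2 acceptor, ex 340, em 617/671 nm · Benchmarks – high control biotin, low control 0.6% DMSO · Format – 1536-well plates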
EBV LMP1 NFkB: inhibitors of Epstein-Barr LMP1-induced NF-kappaB reporter | 350,000 tested, 0.69% active | inhibition, % at 12.5 µM | LMP1-induced NF-kappaB luciferase reporter cells, luminescence; in the data active means inhibition above about 41%;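 further: 0% = neutral control wells and 100% = reference inhibitor control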
TRPM1 prom inh: MITF TRPM1 promoter inhibition in SK-MEL-5 cells. inhibition, % at 12.5 µM. AID 488899. 330,000 tested, 0.83% active. SK-MEL-5 TRPM1 promoter luciferase, 24 h;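 active means mean inhibition across replicates of 60% or more, whatever share of single replicates reaches that level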; further: values of inactives mirror those of a sister screen read the other way
NR2E3 ag-2: human photoreceptor-specific nuclear receptor agonism | CHO-S Gal4-NCOR/VP16-NR2E3 two-hybrid, luciferase | inhibition of corepressor binding, % at 3.98 µM | 360,000 tested, 0.35% active | AID 602229;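 active means inhibition above the mean of all tested compounds plus 3 SD, cut at about 70% in these data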;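 further: 0% = DMSO with NR2E3 transfected cells and 100% = cells lacking NR2E3 construct; higher means lower luciferase signal from less NR2E3 corepressor binding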
Peg3 promoter: inhibitors of Peg3 promoter | inhibition, % at 20 µM | HeLa PEG-Prom luciferase reporter, luminescence, overnight | 360,000 tested, 1.7% active;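 active means inhibition of at least 50% at 20 µM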
TRAIL sens C8: sensitizes caspase-8 expressing cells to TRAIL; NB7+C8 cells + TRAIL, ATPlite viability luminescence; inhibition (viability loss, TRAIL sensitization), % at 10 µM; 360,000 tested, 1% active; AID 624354;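 active means compounds causing at least 50% loss of cell viability in the single-dose screen, relative to plate controls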
Starred values were filed as active, the others as inactive; . = no result given. Only part of the results is shown (hit frequency here may not be typical).

SMILES	CF NFkB inh	Shn3 inh set2	iPSC survival up	HIF-2a inh	KKLEB tox	NR2E3 ag-1	EBV LMP1 NFkB	TRPM1 prom inh	NR2E3 ag-2	Peg3 promoter	TRAIL sens C8
O=C(c1ccc(C(F)(F)F)cc1)C1CCCN(C(=O)Cn2cnnn2)C1 (stereo not given)	-11	-18	0.8	-17	0	0	4	-8	-25	-26	4
O=C(Nc1ccc2c(c1)oc1ccccc12)c1cccnc1	-18	-51	4.4	-230	6	1	-9	-103	-84	-304	7
COc1cccc2c(=S)c(CCC(C)=O)c(C)[nH]c12	-2	-11	2.6	-63	3	21*	2	-8	-2	-12	-5
C=CCOc1ccc(/C=C/C(=O)OCC(=O)NCCc2ccccc2)cc1	6	2	0.1	-3	3	1	-21	3	-2	0	23
COC(=O)c1ccccc1S(=O)(=O)N(CCCN1CCOCC1)Cc1cccs1	7	7	-1.4	16	-9	5	-1	3	15	10	-4
Cc1cc(C)cc(OCCCC(=O)O)c1	-13	1	-0.5	5	5	1	-9	-5	-22	4	2
CC(C)C(=O)Nc1ccc(C=C2C=Cc3ccccc32)cc1	23	-54	-2.7	-246	-8	.	.	.	-100	-406	18
CCOC1=C2[C@@H](CN(S(=O)(=O)c3ccc(C)cc3)[C@H]2c2cccc3ccccc23)[C@H]2C(=O)N(C3CCCCC3)C(=O)[C@H]2C1	0	49	-0.4	-17	0	.	.	.	12	4	0
O=c1c2ccccc2oc2cc(-c3ccc(CN4CCOCC4)cc3)ccc12	-7	-5	-3.6	-313	-1	4	-3	-81	-92	-219	30
Cc1sc2nc(COC(=O)c3ccc(O)cc3)[nH]c(=O)c2c1C	14	5	-0.2	-25	8	1	-7	4	-1	-11	-10
CCc1cc(CNC(=O)c2ccc(OC3CCN(C(C)=O)CC3)c(OC)c2)on1	-6	4	0.0	-24	7	1	-8	-1	-33	-10	-14
CSc1ccc(/C=N/NC(=O)CNc2cccc3ccccc23)cc1	-4	-19	-0.6	-5	17	6	-6	10	-27	9	-5
CC(C)SC1=NC(C)(C)C=C(/C=C/c2c(Cl)cccc2Cl)N1	13	-1	-0.4	37	-11	-1	-21	-5	1	20	7
CCn1cc(Br)c(C(=O)Nc2ccc(F)c(Cl)c2)n1	-1	-34	-3.3	-194	-4	-1	-12	-34	-57	-107	-4
COc1ccc2nc(SCC(N)=O)[nH]c2c1	-3	-20	4.4	7	5	-1	-1	2	13	7	-3

3 entries from above, set out differently:
| SMILES | CF NFkB inh | Shn3 inh set2 | iPSC survival up | HIF-2a inh | KKLEB tox | NR2E3 ag-1 | EBV LMP1 NFkB | TRPM1 prom inh | NR2E3 ag-2 | Peg3 promoter | TRAIL sens C8 |
| --- | --- | --- | --- | --- | --- | --- | --- | --- | --- | --- | --- |
| Cc1sc2nc(COC(=O)c3ccc(O)cc3)[nH]c(=O)c2c1C | 14 | 5 | -0.2 | -25 | 8 | 1 | -7 | 4 | -1 | -11 | -10 |
| CCc1cc(CNC(=O)c2ccc(OC3CCN(C(C)=O)CC3)c(OC)c2)on1 | -6 | 4 | 0.0 | -24 | 7 | 1 | -8 | -1 | -33 | -10 | -14 |
| CSc1ccc(/C=N/NC(=O)CNc2cccc3ccccc23)cc1 | -4 | -19 | -0.6 | -5 | 17 | 6 | -6 | 10 | -27 | 9 | -5 |

The listing continues:
SMILES	CF NFkB inh	Shn3 inh set2	iPSC survival up	HIF-2a inh	KKLEB tox	NR2E3 ag-1	EBV LMP1 NFkB	TRPM1 prom inh	NR2E3 ag-2	Peg3 promoter	TRAIL sens C8
COc1cc(Cl)ccc1OCc1cc(C(=O)N2CCN(C)C(=O)[C@@H]2C)no1	-20	-20	-0.5	-275	-10	.	-34	.	-92	-298	-3
CC(C)(C)c1ccc(S(=O)(=O)NC(Cc2ccccc2)C(=O)O)cc1 (stereo not given)	-8	-1	0.6	-4	19	2	5	-22	-2	3	1
COc1ccc(-n2c(COc3ccc4c(c3)OCO4)nnc2SCC(=O)O)cc1	5	2	-0.3	14	-16	-6	4	10	-12	9	-4
Cc1cccc(OCC(=O)NCCCNC(=O)c2cccnc2)c1	12	20	-0.3	8	4	1	-4	-2	-12	-16	-9
CC(=O)c1ccc(S(=O)(=O)NCCC(=O)OCC(=O)N2CCCC2=O)cc1	-22	2	0.8	-3	-3	2	3	-6	2	-2	-2
Cn1cnc2c1c(=O)n(Cc1cccc(Br)c1)c(=O)n2C	17	11	1.3	16	-19	3	-6	-3	-6	8	-2
c1cncc(CNc2ncnc3ccc(-c4cccnc4)cc23)c1	6	6	0.4	25	7	.	0	-6	-10	17	-6
O=C(Nc1cccc(F)c1)N1CC=C(c2ccc(Cl)cc2)CC1	-7	-10	5.1	-170	13	-1	-1	-49	-7	-115	-6
O=C(c1ccc2c(c1)N(Cc1cccc(Cl)c1)C(=O)c1ccccc1S2(=O)=O)N1CCN(c2ccccn2)CC1	33	-4	-0.4	5	-34	1	-26	21	-24	19	22
CN(CC(=O)Nc1c(Cl)cccc1Cl)C(=O)CC1OC(=O)c2ccccc21 (stereo not given)	-4	11	0.0	8	-6	2	-3	6	-4	0	0
CSc1cccc(NC(=S)N2CCC(c3ccccc3)C2)c1 (stereo not given)	12	-23	-0.1	-131	3	1	-2	-61	-55	-131	6
Cc1ccccc1NC(=O)NNC(=O)c1ccc2ccccc2c1O	6	0	0.5	6	12	3	2	-4	-6	2	6
O=C(c1c[nH]c2ccc(F)cc2c1=O)N1CCCCCC1	8	1	-0.6	-4	-4	0	-8	1	-20	7	-26
CCOC(=O)c1cnc2c(Cl)cccc2c1NCCCN1CCOCC1	-49	-6	-0.4	-40	4	0	-26	2	-55	-19	-15
COc1cccc(NC(=O)CN2C(=O)CSc3ccc(S(=O)(=O)N4CCOCC4)cc32)c1	4	-11	-0.1	10	16	4	7	-4	4	-5	14
CCOCCn1ccc2c(OCC(=O)Nc3ccc(OC)cc3OC)cccc2c1=O	10	11	0.1	15	-10	1	5	1	15	52*	14
CCc1nnc(NC(=O)CCc2ccc(C)o2)s1	11	-6	2.8	-8	-2	0	-4	-18	9	-18	12
COC(=O)c1ccccc1S(=O)(=O)N1CCC(C(=O)NCC2CCCO2)CC1 (stereo not given)	-3	-2	-0.2	5	9	3	6	-3	-11	-7	-1
O=C(O)C(Cc1ccccc1)N1C(=O)c2c(Cl)c(Cl)c(Cl)c(Cl)c2C1=O (stereo not given)	-8	11	-0.1	12	-2	0	-2	8	-9	0	-6
CCOC(=O)c1cc(CC)sc1N1C(=O)CC(Sc2ncccc2C(=O)O)C1=O (stereo not given)	5	12	4.2	12	5	5	20	8	-3	-2	-3
COc1ccc(NC(=O)CN2C(=O)NC3(CCCCCCC3)C2=O)cc1	6	-9	1.6	12	-1	.	-12	-1	-9	8	6
C[C@H](CO)N1C[C@H](C)[C@@H](CN(C)S(C)(=O)=O)Oc2ccc(NC(=O)CCN3CCOCC3)cc2C1=O	3	-11	0.3	5	1	.	7	10	-17	4	-4
CCN1CCN(c2cc(=O)n(C3CCCCC3)c(=O)[nH]2)CC1	14	1	0.6	-9	0	0	39	-1	0	-2	-6
O=C1[C@@H]2Cc3c([nH]c4ccccc34)C(c3ccccc3)N2C(=O)CN1CCO (stereo not given in full)	21	-10	0.1	34	-2	-1	4	3	-9	14	2
Cn1c2ccc(F)cc2c2nnc(SCCN3CCCCC3)nc21	-10	17	-0.4	-10	-10	.	-10	-2	-4	-3	24
COC(=O)C1CCN(C(=O)c2ccccc2NC(C)=O)CC1	-9	-9	4.1	17	-6	3	-8	2	-15	-5	-17
Cc1ccc(-c2nn(-c3ccccc3)cc2CC(=S)N2CCOCC2)cc1	7	-6	-0.8	-1	7	4	-7	1	7	16	-4
O=C(Oc1cccc2c(O)cccc12)c1ccccc1Cl	1	-3	-0.3	12	-2	.	3	2	-14	-33	-9
O=C(NC(=S)Nc1ccccc1N1CCCC1)c1ccc([N+](=O)[O-])cc1	1	-17	-0.3	-14	2	-1	-4	4	1	13	-2
Cc1ccc(C(c2nnnn2CC2CCCO2)N2CCN(c3cccc(C)c3C)CC2)cc1 (stereo not given)	7	16	3.4	22	-1	-3	6	15	-4	25	4
CN(C)CCC(O)(c1ccccc1)c1ccccc1	-12	-22	-0.9	-10	9	0	-12	-4	-7	11	-14
CC(C)(C(=O)N1CCC1(C)C(=O)NS(=O)(=O)c1ccc(Br)cc1)c1ccccc1 (stereo not given)	-1	3	-0.3	11	2	.	.	.	9	3	1
Cc1cc(C(=O)Nc2ccc(Br)cc2F)n(-c2ccccc2)n1	4	-2	0.6	-5	3	1	-18	-19	0	9	-9
Cc1cccc(-n2c(N)cc(=O)[nH]c2=S)c1	-8	2	-1.8	-8	-1	-1	-16	9	-26	13	4
OCCC1CN(Cc2ccccc2O)CCN1CCc1ccccc1 (stereo not given)	-5	3	-2.3	12	2	2	2	10	20	17	8
O=S(=O)(Nc1cccc(C(F)(F)F)c1)c1cccnc1	-30	-7	2.8	12	6	0	-11	-2	-13	0	-5
COc1ccccc1NC(=O)N1CCN(c2ccc(F)cc2)CC1	-4	-5	-0.6	-6	0	-1	6	2	-11	-9	16
Cc1ccc(C(=O)N/C(=C/c2ccco2)C(=O)O)cc1	-1	5	0.0	3	7	-1	-3	-9	-6	-2	17
NS(=O)(=O)c1cccc(NS(=O)(=O)c2ccc(/C=C/C(=O)OCC(=O)c3ccccc3)cc2)c1	14	-7	-0.5	10	-3	1	0	1	4	2	4
Cc1cc(OC(=O)c2ccco2)c(Sc2ccccc2[N+](=O)[O-])c(=O)o1	-14	3	-1.4	8	8	.	-20	3	-5	0	-15
Cc1cc(OC(=O)c2ccc(C)c(C)c2)c([N+](=O)[O-])c(=O)[nH]1	3	-21	-0.4	-3	-9	-1	-4	4	12	11	2
COc1ccc(NC(=O)NC23CC4(C)CC(C)(CC(C)(C4)C2)C3)cc1	-10	-1	4.6	22	13	-4	-8	8	-21	21	-2
Clc1ccc(-c2ccc(CN3CCCCC3)o2)cc1	-13	-24	-0.9	-80	6	-1	1	-25	-4	-70	5
CCN1C[C@@H]2[C@@H]3C(=O)N(C)C(=O)[C@@H]3[C@](CC)(C1=O)N2C(=O)c1ccccc1	6	-6	0.8	11	-7	.	2	-18	-37	2	-28
O=S(=O)(NCc1ccc(Cl)cc1)NCc1ccc(Cl)cc1	-2	3	-0.8	17	-2	-2	-1	10	-12	9	19
O=C(Cn1cnc2c(cnn2-c2ccccc2Cl)c1=O)N1CCc2ccccc21	-21	8	-1.9	6	9	-4	1	3	15	-11	-1
O=C(CCc1ccccc1)NC(NC(=S)Nc1ccc(Cl)cc1)C(Cl)(Cl)Cl (stereo not given)	-2	53	-2.0	18	0	2	1	5	28	47	34
C/C(=N\Nc1nc(-c2ccccn2)nc2ccccc12)c1ccc(F)cc1	-5	-21	0.2	16	8	2	-7	3	-3	5	-4
O=C(OCc1ccccc1F)c1ccc2c(c1)OCCO2	12	-103	1.0	-234	1	3	-46	-107	-48	-292	-5
